Source: PubChem (several laboratories)
SUMO1 PPI mod: modulators of human SUMO1-mediated protein-protein interactions. SUMO1 binding to a labelled peptide, TR-FRET, 1 h. P63165. 360,000 compounds, 0.33% hits. inhibition, % at 20 µM. AID 602429; in the data active means inhibition above about 37%
Target sequence (P63165 whole entry, looked up): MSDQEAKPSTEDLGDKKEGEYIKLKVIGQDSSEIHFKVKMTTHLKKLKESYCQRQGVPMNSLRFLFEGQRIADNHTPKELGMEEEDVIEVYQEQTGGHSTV
Scp-1 inhibitor: Scp-1 (human) phosphatase inhibition. Q9GZU7. Recombinant Scp1, phosphopeptide, malachite green phosphate absorbance. 340,000 compounds, 0.88% hits. inhibition, % at 20 µM. AID 493091;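 active means inhibition above about 50% at 20 µM, limit read from the data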;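 further: plate controls were DMSO wells with enzyme for no effect and wells lacking enzyme for full effect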
Target sequence (Q9GZU7 76-261 limits assumed): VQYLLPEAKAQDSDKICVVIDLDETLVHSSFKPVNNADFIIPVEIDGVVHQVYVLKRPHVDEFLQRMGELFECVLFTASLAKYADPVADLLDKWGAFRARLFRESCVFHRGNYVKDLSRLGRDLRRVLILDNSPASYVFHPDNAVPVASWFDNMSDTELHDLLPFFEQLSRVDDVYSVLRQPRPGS
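System: truncated SCP-1 phosphatase (76-261aa); medium: Tris acetate buffer pH 5.5 with MgCl2 and Tween-20; incubation: 45 min room-temperature reaction, 5 min colour, 30 min stabiliser; compound: single 20 µM dose, 1% DMSO; reagent: Phosphorylated 17-residue peptide substrate; read-out: % inhibition at 20 µM; technique: colorimetric free-phosphate detection, absorbance 630 nm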
Rpn11 inh: Rpn11 (human) deubiquitinase inhibition; 360,000 compounds, 0.59% hits; calls only at 20 µM; human 26S proteasome, Ub4-pepOG fluorescence polarization; 20S core pre-blocked with epoxomicin; O00487; AID 588493;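 active means inhibition at 20 µM, scaled to each plate's controls, above about 33%, limit read from the data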
Target sequence (O00487 whole entry, looked up): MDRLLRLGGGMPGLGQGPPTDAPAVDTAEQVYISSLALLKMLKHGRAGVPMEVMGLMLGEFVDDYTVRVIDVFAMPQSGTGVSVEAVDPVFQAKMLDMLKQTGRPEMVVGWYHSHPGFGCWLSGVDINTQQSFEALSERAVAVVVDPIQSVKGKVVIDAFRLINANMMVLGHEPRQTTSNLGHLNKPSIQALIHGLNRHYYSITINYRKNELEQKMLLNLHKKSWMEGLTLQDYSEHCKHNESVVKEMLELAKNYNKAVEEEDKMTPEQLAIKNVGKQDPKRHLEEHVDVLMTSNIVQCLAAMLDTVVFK
CSN deneddyl inh: CSN deneddylation inhibition. Purified CSN, SCF-Nedd8-OG deneddylation, fluorescence polarization. inhibition, % at 12.5 µM. 360,000 compounds, 0.38% hits;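 active means pattern-corrected inhibition above about 35%, with an unprinted fluorescence ratio check between 0.5 and 1.5, limit read from the data, passing the limit was not always enough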;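 further: 0% = enzyme with substrate and 100% = substrate without enzyme; some results filed as inactive read as strong as hits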
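Material: purified human Csn5 enzyme expressed in HEK293T cells / Medium: Tris buffer pH 7.5, NaCl, DTT, Tween-20, trehalose, ovalbumin / Compound dosing: 12.5 µM single point / Schedule: 90 min incubation of compound, enzyme and substrate at room temperature / Signal: fluorescence polarization of the substrate / Control set: no-enzyme wells high, enzyme-with-substrate wells low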
NadD block: inhibitors of Staphylococcus aureus NadD; purified NadD enzyme, colorimetric absorbance read-out; inhibition, % at 20 µM; 360,000 compounds, 0.78% hits; AID 602399; in the data active means inhibition above about 26%; further: some compounds past the cut are filed as inactive
Tb MetRS inh: Trypanosoma brucei MetRS inhibition. purified T. brucei MetRS, ATP depletion, Kinase-Glo luminescence. inhibition, % at 11.9 µM. 360,000 compounds, 0.4% hits;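 active means inhibition above a per-plate cutoff of the control wells' mean inhibition plus 3 SD, cut at about 5.5% in these data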;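 further: 0% = DMSO wells median and 100% = median of wells with control inhibitor compound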
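Dosing: 11.9 µM compound single dose, 0.9% DMSO; Assay system: purified T. brucei MetRS enzyme; Measured by: Kinase-Glo luciferase luminescence reporting remaining unconsumed ATP; Schedule: 15 min plus 2 h at 25 °C.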
MsrA inh: inhibits bovine methionine sulfoxide reductase A | AID 651718 | purified bovine MsrA, absorbance read-out | inhibition, % at 15.5 µM | 360,000 compounds, 0.75% hits; in the data active means inhibition above about 4.5%;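 further: 0% = vehicle wells with enzyme and 100% = reference inhibitor wells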
LMPTP block: blocks human LMPTP phosphatase; 360,000 compounds, 0.22% hits; P24666; recombinant LMPTP-A, OMFP fluorogenic substrate, fluorescence intensity; inhibition, % at 20 µM; AID 651560;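 active means compounds that cut the enzyme signal by at least half of the control window in the single-dose screen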;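 further: plate controls were DMSO wells with enzyme plus substrate for no effect and substrate without enzyme for full effect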
Target sequence (P24666 whole entry, looked up): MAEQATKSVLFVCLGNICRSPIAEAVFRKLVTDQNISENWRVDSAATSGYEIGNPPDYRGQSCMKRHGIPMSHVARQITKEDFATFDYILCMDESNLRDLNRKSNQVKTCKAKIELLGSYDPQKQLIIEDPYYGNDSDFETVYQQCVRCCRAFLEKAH
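Test system: LMPTP-A phosphatase enzyme. Amount: LMPTP-A at 0.625 nM final in the reaction. Reagent: OMFP substrate, 400 µM final. Times: 50 min at room temperature. Signal: endpoint fluorescence intensity from OMFP dephosphorylation. Read-out basis: % inhibition. Benchmarks: no-enzyme and uninhibited controls.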
DNMT1 block: DNMT1 (human) enzyme inhibition; P26358; DNMT1 molecular beacon, Hinp1I cleavage, fluorescence; inhibition (reported as % activation of signal), % at 10 µM; 360,000 compounds, 0.83% hits; in the data active means inhibition above about 50%
STEP block: inhibitors of human striatal-enriched phosphatase STEP; P54829; recombinant STEP, OMFP fluorogenic substrate, fluorescence; inhibition, % at 20 µM; 360,000 compounds, 0.25% hits; AID 588621;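 active means inhibition at 20 µM, scaled per plate between control wells, above about 37%, limit read from the data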;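 further: 0% = DMSO with enzyme and substrate and 100% = substrate only without enzyme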
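System: isolated STEP enzyme; schedule: 20 min enzyme reaction at room temperature, protected from light; medium: Bis-Tris buffer pH 6.0, 2.5 mM DTT, 0.005% Tween 20; signal: fluorescence, 480/540 nm; dosing: single compound dose of 20 µM, 1% DMSO final; also added: OMFP substrate, 25 µM final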
* hit, by the source's call; i = inactive; x = not tested or not shown; + = active, no number.

SUMO1 PPI mod | Scp-1 inhibitor | Rpn11 inh | CSN deneddyl inh | NadD block | Tb MetRS inh | MsrA inh | LMPTP block | DNMT1 block | STEP block | Compound
0.0 | -12.8 | i | -0.8 | 9.4 | -0.2 | -1.1 | -1.5 | 4.5 | -2.8 | COc1ccc(NC(=O)CN2C(=O)C(C)SC(C)C2=O)cc1 (centres undefined)
-13.8 | -10.4 | i | -2.3 | 5.3 | 0.0 | 1.7 | -0.7 | -0.3 | 1.5 | C/C(CC(=O)Nc1ccc([N+](=O)[O-])cc1)=N/NC(=O)C1CC12CCC2 (centres undefined)
7.9 | x | i | 2.9 | -0.3 | -0.3 | -1.3 | 1.1 | 1.8 | 2.1 | O=C(NCc1ccccc1)c1cccc2c(-c3cccnc3)coc12
-9.9 | -5.0 | i | -1.0 | -4.6 | 0.1 | 1.8 | -1.7 | -1.6 | 0.1 | COc1ccc([N+](=O)[O-])cc1N(CC(=O)NC1CCCCC1)S(C)(=O)=O
2.0 | -2.5 | i | -9.1 | 11.4 | -1.6 | 1.2 | 6.1 | -0.9 | -0.6 | CCOc1cc(/C=N/Nc2cccc(C(=O)O)c2)ccc1OCC(=O)N1CCCCC1
-31.7 | -6.1 | i | 7.8 | 7.8 | -0.3 | 1.2 | 3.1 | -6.1 | -0.9 | COc1ccc2nc(NC(=O)C3CCCN(S(=O)(=O)c4cccc5nsnc45)C3)sc2c1 (centres undefined)
1.5 | -2.2 | i | 0.8 | -2.1 | 0.3 | -0.2 | -0.5 | 3.6 | 0.5 | O=C(COC(=O)c1cccs1)NC1CCCCC1
-5.2 | -9.3 | i | 1.4 | 2.5 | -0.4 | -1.0 | 2.7 | 2.1 | 6.3 | CCc1cc2c(SCC(=O)c3ccc(Cl)s3)ncnc2s1
20.4 | 7.0 | i | 0.2 | -0.6 | -0.2 | -0.1 | 1.9 | -8.3 | -1.2 | O=C(COC(=O)c1ccc(O)cc1O)N=c1sccn1Cc1ccccc1Cl
-1.6 | -13.1 | i | 3.7 | 7.9 | -0.5 | -0.2 | 0.4 | -3.9 | 3.2 | Cc1ccc(-n2c(C)cc3c2CC(C)(C)CC3=O)cc1C
13.7 | -1.4 | i | 1.1 | -0.4 | -0.8 | -0.9 | -0.1 | 3.2 | 0.6 | Cc1cc(NC(=O)C2CC2)ncc1NC(=O)c1ccccn1
-23.7 | -7.4 | i | -3.3 | -2.1 | -0.9 | -0.6 | 3.1 | 2.2 | -0.6 | COc1ccc(N2CCN(c3ccc(N4C(=O)CC(C)C4=O)cc3[N+](=O)[O-])CC2)cc1 (centres undefined)
-2.4 | -15.4 | i | -5.5 | 6.5 | -0.5 | 0.3 | -1.8 | 0.0 | -0.6 | COc1ccc(CCN=CC2=C(O)CCCC2=O)cc1OC
-6.4 | 0.1 | i | 3.2 | -5.2 | -0.8 | 0.1 | -2.7 | -0.1 | -1.3 | COC(CNC(=O)c1ccc(CS(=O)(=O)c2ccccc2)o1)OC
0.4 | -6.9 | i | 3.3 | 3.5 | -0.2 | -0.7 | -0.3 | 0.9 | 0.0 | CCCc1nn2c(=O)cc(CSCC(=O)Nc3cccc(C)c3)nc2s1
3.4 | -7.8 | i | -6.1 | -4.9 | 0.2 | -0.2 | -1.7 | 1.4 | 3.2 | CCSc1nnc(NC(=O)[C@@H](NC(=O)c2ccccc2)C(C)C)s1
-3.0 | -5.2 | i | -1.9 | 1.2 | 0.9 | -1.7 | -0.2 | 1.1 | -3.0 | C/C(=N\NC(=O)c1cc(C(C)(C)C)[nH]n1)C12CC3CC(CC(C3)C1)C2
-0.7 | x | i | -3.8 | -4.6 | 0.0 | -0.2 | -0.6 | -2.2 | 4.7 | COc1ccc(N2CSC(=S)N(c3ccc(OC)cc3)C2)cc1
0.4 | -17.0 | i | -8.2 | -7.5 | 0.2 | 2.0 | 4.3 | -16.7 | 2.8 | CC(OC(=O)c1cc(S(=O)(=O)N(C)c2ccccc2)ccc1Cl)C(=O)Nc1ccc2c(c1)OCCO2 (centres undefined)
-1.5 | -12.8 | i | -3.9 | -2.3 | -0.2 | -0.7 | 0.3 | -2.2 | -4.6 | Cc1ccc(CNC(=O)/C=C/c2ccc(S(=O)(=O)N3CCOCC3)cc2)cc1
1.9 | -3.5 | i | 0.1 | 0.8 | -0.4 | 3.0 | -1.6 | 3.0 | 1.6 | CC(C)N(C)S(=O)(=O)c1ccc(Cl)c(C(=O)O)c1
-3.7 | -3.9 | i | -0.3 | -6.6 | -0.4 | -0.7 | -1.2 | 3.1 | -0.9 | Cc1nn(CC(=O)N(C)c2c(N)n(Cc3ccccc3)c(=O)[nH]c2=O)c(C)c1[N+](=O)[O-]
-8.9 | -3.6 | i | 1.8 | -1.0 | -0.9 | -0.3 | -0.7 | -1.2 | -5.4 | O=C(CN(c1cccc([N+](=O)[O-])c1)S(=O)(=O)c1ccccc1)NCc1cccnc1
-2.1 | -2.1 | i | -6.9 | -4.3 | -0.4 | 0.5 | -0.9 | -1.0 | 1.6 | Cc1cccc(NC(=O)CCCn2c(=S)[nH]c3ccccc3c2=O)c1
2.3 | x | x | 1.0 | -4.3 | 0.3 | -0.8 | -0.2 | x | x | CCCCCCN1CCN(C2CN(Cc3cn(CCCCCC)nn3)S(=O)(=O)C2)CC1 (centres undefined)

Part of the list above in order of length of the SMILES, smallest number first.
SUMO1 PPI mod | Scp-1 inhibitor | Rpn11 inh | CSN deneddyl inh | NadD block | Tb MetRS inh | MsrA inh | LMPTP block | DNMT1 block | STEP block | Compound
7.9 | x | i | 2.9 | -0.3 | -0.3 | -1.3 | 1.1 | 1.8 | 2.1 | O=C(NCc1ccccc1)c1cccc2c(-c3cccnc3)coc12
-1.5 | -12.8 | i | -3.9 | -2.3 | -0.2 | -0.7 | 0.3 | -2.2 | -4.6 | Cc1ccc(CNC(=O)/C=C/c2ccc(S(=O)(=O)N3CCOCC3)cc2)cc1
-3.0 | -5.2 | i | -1.9 | 1.2 | 0.9 | -1.7 | -0.2 | 1.1 | -3.0 | C/C(=N\NC(=O)c1cc(C(C)(C)C)[nH]n1)C12CC3CC(CC(C3)C1)C2

Additional results follow:
SUMO1 PPI mod | Scp-1 inhibitor | Rpn11 inh | CSN deneddyl inh | NadD block | Tb MetRS inh | MsrA inh | LMPTP block | DNMT1 block | STEP block | Compound
-2.6 | -3.6 | i | 2.8 | -0.3 | -0.3 | 0.8 | 7.0 | -8.6 | -1.2 | Cc1cccc(/C=N/Nc2ccc3ccccc3n2)c1
-2.2 | -9.0 | i | 2.1 | -2.3 | -0.3 | -0.5 | 0.1 | 2.4 | -2.5 | COc1ccc(N2CCN(C(=O)NC3CC(=O)N(c4ccc(OC)cc4)C3)CC2)cc1 (centres undefined)
-0.1 | 17.9 | i | 2.7 | -4.6 | -1.1 | 0.6 | -0.3 | 1.6 | -2.2 | COc1ccc(Cl)cc1NC(=O)CCc1nnc2ccc(N3CCN(C)CC3)nn12
4.9 | -4.5 | i | 1.0 | 8.2 | -0.4 | -0.2 | -1.9 | 40.8 | -0.7 | COc1ccc(N(CC(C)C)S(=O)(=O)c2nnc(NC(=O)CC(C)C)s2)cc1
-6.9 | -10.7 | i | -14.7 | 0.6 | -0.6 | 5.1* | 4.0 | -17.2 | -2.1 | COc1ccc(/C=C/C(=O)Nc2ccc(-n3nncc3-c3ccc(OC)c(OC)c3)cc2)cc1OC
2.8 | -6.3 | i | -0.1 | -1.7 | -0.3 | -0.1 | 1.6 | -5.2 | -3.4 | CN1CCc2ccccc2Cc2[nH]c3ccccc3c2CC1
1.5 | -7.0 | i | 1.0 | 3.8 | 0.6 | -0.6 | -1.6 | 2.0 | 1.3 | O=C(NCc1cccc(C(F)(F)F)c1)c1ccc[nH]1
0.7 | -9.2 | i | 2.0 | -0.9 | -0.3 | -1.3 | 0.1 | -2.4 | 0.2 | C=CCNC(=O)Nc1cc(Cl)ccc1OC
-2.5 | x | i | -8.8 | 1.8 | -0.2 | 0.9 | -0.7 | 4.0 | -2.2 | CC(C)CN(C(=O)COc1ccccc1C(=O)NCc1ccccc1)C1CCS(=O)(=O)C1 (centres undefined)
6.4 | -6.2 | i | -4.6 | 6.7 | 5.4 | 0.1 | 1.0 | -2.1 | 2.9 | COc1ccc(C(=O)NC(=S)Nc2nc(C)cc(C)n2)cc1Br
-5.4 | 3.2 | i | 0.6 | 3.2 | -0.3 | -0.8 | -0.2 | 1.9 | 4.3 | COc1cccc(N2CCN(C(=O)c3[nH]c(C)c(C(C)=O)c3C)CC2)c1
4.0 | -5.7 | i | -0.2 | -2.7 | -0.5 | -0.1 | -1.7 | 1.0 | -1.4 | CCOc1ccc(NC(=O)CCc2ccc(C)o2)cc1
2.7 | -13.1 | i | -4.9 | -2.5 | 0.3 | -0.9 | -2.4 | 4.8 | -0.7 | COc1cccc(C(=O)Oc2ccc3c(C)cc(=O)oc3c2C(C)=O)c1
2.0 | x | i | 1.8 | -5.7 | -0.1 | 0.8 | -3.1 | -0.8 | -1.0 | CC(C)c1ccc(CC(=O)N2CCC2(C)C(=O)NS(=O)(=O)c2cccc(C#N)c2)cc1 (centres undefined)
1.9 | -10.9 | + | 3.4 | 2.2 | -0.4 | 0.7 | 0.8 | 3.3 | 2.5 | COc1ccc(/C=C/C(=O)c2c(O)cc(C)oc2=O)c(OC)c1
2.8 | -7.6 | i | 0.9 | -1.8 | -0.5 | -2.0 | -1.5 | -0.3 | -2.2 | CCN(C(=O)CN1CCN(c2ccccc2OC)CC1)c1c(N)n(Cc2ccccc2)c(=O)[nH]c1=O
1.2 | -8.4 | i | -5.5 | -2.5 | 0.6 | 1.0 | -0.5 | 3.2 | 1.3 | NC(=O)NOCc1ccc(F)cc1Cl
3.5 | -8.0 | i | 4.3 | -3.8 | -0.4 | -0.6 | -0.7 | 0.5 | -3.0 | Cc1ccc2c(c1)N(CC(=O)NC1CCC(C)CC1)C(=O)c1cccnc1O2 (centres undefined)
3.2 | -13.5 | i | -4.9 | -3.6 | 0.0 | -0.9 | 0.8 | 1.5 | -0.2 | COc1ccc(CCCc2nnc(SCC(=O)Nc3cc(C)ccc3C)o2)cc1
-12.4 | 2.1 | i | 1.8 | 1.8 | -0.4 | 0.1 | -1.0 | -3.7 | 2.2 | Cc1cc[n+](C2=C([O-])c3ccccc3C(=O)/C2=N\S(=O)(=O)c2cccs2)cc1C
-0.7 | -3.4 | i | 0.5 | -3.2 | -0.2 | -1.1 | -0.9 | 5.5 | -2.7 | COc1ccccc1C(=O)Nc1ccc(OC(C)C(=O)N2CCOCC2)cc1 (centres undefined)

Hits appear at their usual frequency; 3.9% or so of the library scored in one or more.
